Bioassay records from PubChem.
M1 antagonist – M1 muscarinic receptor (rat) antagonism; actives 3.4% (n = 64,000); AID 628; B-score at 10 µM; CHO-M1 cells, Fluo-4 calcium, ACh EC80 antagonist mode; hits give low values;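 active = calcium fluorescence response, raw or row-and-column corrected B-score, differing from the plate sample mean either way at a set confidence level, mostly lower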
Target sequence (P08482 whole entry, looked up): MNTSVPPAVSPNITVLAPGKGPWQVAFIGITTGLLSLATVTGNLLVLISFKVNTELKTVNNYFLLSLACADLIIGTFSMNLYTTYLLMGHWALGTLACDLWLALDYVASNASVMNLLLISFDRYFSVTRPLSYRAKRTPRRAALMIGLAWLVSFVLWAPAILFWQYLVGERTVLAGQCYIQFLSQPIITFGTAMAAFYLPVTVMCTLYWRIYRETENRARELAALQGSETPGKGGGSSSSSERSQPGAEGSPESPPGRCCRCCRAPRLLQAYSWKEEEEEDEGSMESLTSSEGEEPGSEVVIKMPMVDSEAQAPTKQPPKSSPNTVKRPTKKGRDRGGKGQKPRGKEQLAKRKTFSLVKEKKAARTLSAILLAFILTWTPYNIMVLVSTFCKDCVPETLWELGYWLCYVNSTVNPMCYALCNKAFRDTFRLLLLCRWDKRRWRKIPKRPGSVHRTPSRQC
HER2 expr 66K – lowers expression of human Her2 kinase; HER2 level % of control, % at 10 µM; P04626; SKBR-3 HER2 protein level, AlphaScreen, 18-24 h; hits give low values; actives 0.69% (n = 65,000);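 active = HER2 level under 5% of the carrier-only control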;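 also: 100% = DMSO carrier and 0% = 500 nM PU-H71 HSP90 inhibitor; lower value means stronger loss of Her2 protein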
5HT1a ag – agonists of human 5-HT1a serotonin receptor; CHO 5-HT1a Ga15 NFAT-bla reporter, FRET ratio; 0% basal, 100% maximal reference agonist; activation, % at 10 µM; actives 0.56% (n = 65,000); AID 567;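 active = activation above the screen-wide mean activation plus 3 SD, cut at about 19% in these data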;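 also: 0% = DMSO wells and 100% = 5-CT at EC100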
Hsp90 inh – displaces geldanamycin probe from tumor Hsp90; actives 0.35% (n = 64,000); inhibition, % at 30 µM; P07900; NCI-N417 lysate Hsp90, Cy3B-geldanamycin FP displacement;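 active = inhibition above 50%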;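 also: 0% = tracer plus lysate wells and 100% = tracer alone without lysate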
Autofluor 339 – intrinsic fluorescence of library compounds, ex339/em460 – biochemical, MLSMR library, data from DPM-DC assay, artefact control, profiling panel | actives 5.5% (n = 65,000) | AID 709 | compound autofluorescence, ex339/em460 nm, NADH buffer; hits give high values; 1 = no-compound wells, NADH background | fluorescence fold increase at 10 µM;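 active = at 10 µM, mean starting fluorescence two-fold or more over control wells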;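 also: signal is the first read of a kinetic run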
D1 allo mod – allosterically modulates the human D1 dopamine receptor | HEK293 D1, CRE-luciferase, dopamine EC30 potentiation; actives deviate in either direction | P21728 | AID 641 | B-score at 10 µM | actives 5.9% (n = 58,000);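 active = luminescence count or its row- and column-corrected plate score outside the 99.7% band of the plate's sample wells, on either side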
Target sequence (P21728 whole entry, looked up): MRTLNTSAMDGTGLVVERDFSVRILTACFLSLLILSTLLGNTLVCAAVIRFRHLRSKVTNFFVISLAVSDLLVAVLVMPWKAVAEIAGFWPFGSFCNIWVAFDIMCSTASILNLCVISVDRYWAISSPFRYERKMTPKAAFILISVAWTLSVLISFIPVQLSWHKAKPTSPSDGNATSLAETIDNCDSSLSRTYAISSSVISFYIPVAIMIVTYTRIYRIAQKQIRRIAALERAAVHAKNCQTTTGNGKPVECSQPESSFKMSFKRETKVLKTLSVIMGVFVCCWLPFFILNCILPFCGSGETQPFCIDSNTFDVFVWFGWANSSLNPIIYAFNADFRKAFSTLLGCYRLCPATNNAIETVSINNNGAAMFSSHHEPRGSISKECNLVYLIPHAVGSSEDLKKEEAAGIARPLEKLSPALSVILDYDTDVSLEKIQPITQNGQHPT
E coli RNAP – inhibitors of Escherichia coli RNA polymerase; E. coli RNA polymerase, fluorescence transcription assay; inhibition, %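 (tested at 10 µM)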; actives 0.2% (n = 62,000); P0A8V2; in the data active = inhibition above about 20%;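 also: 0% = enzyme without compound and 100% = no enzyme blank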
NADH enzymes – inhibition of NAD/NADH coupling enzymes, library profiling | coupled PK/LDH NADH assays, four targets | IC50, µM (top dose mostly 10 µM), for inactives: at the top dose inhibition | actives 0.02% (n = 65,000);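 active = single-dose screening hits from any of four coupled enzyme assays that gave an IC50 when retested across doses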;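 also: the DPM-DC format reads NADH fluorescence rather than 340 nm absorbance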
M1 agonist – activates the M1 muscarinic receptor; actives 3% (n = 64,000); CHO-M1 cells, Fluo-4 calcium fluorescence, agonist mode; hits give high values; AID 626; B-score at 10 µM;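 active = fluorescence rise, raw or as B-score row- and column-corrected plate score, outside the 99.7% band of its plate's samples, either direction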
* marks the source's active call; other numbers are inactive results; . = no result given; [ ] = remark or other dose.

SMILES	M1 antagonist	HER2 expr 66K	5HT1a ag	Hsp90 inh	Autofluor 339	D1 allo mod	E coli RNAP	NADH enzymes	M1 agonist
Cc1cccc(NC(=O)C2CCN(S(=O)(=O)c3cccs3)CC2)n1	-2.9*	117	1.2	-2	1.1	.	8	0%	-2
N#Cc1nc(COc2cccc(Cl)c2)oc1NCc1ccco1	-0.82	91	0.4	-5	1.2	1.6	10	7%	0.052
O=C(CC(c1ccccc1)c1ccccc1)Nc1ncn[nH]1	0.24	94	-4.2	0	1.1	.	0	3%	-0.039
Cc1onc(-c2ccccc2Cl)c1C(=O)N1CCN(c2ccccc2)CC1	-0.0002	74	1.1	-4	1.1	-2.4*	-2	9%	-0.25
Cc1cc(C(=O)N2CCN(S(C)(=O)=O)CC2)cs1	0.18	137	-4.4	.	1.1	-0.56	8	1%	-0.22
CCOC(=O)N1CCC(NC(=O)CSCc2nc(-c3cccc(OC)c3)oc2C)CC1	0.069	89	-0.5	0	1	0.02	9	4%	0.046
CC(C)c1ccc(NC(=O)C(c2ccccc2)N2CCOCC2)cc1 (centres undefined)	0.73	116	2.2	-3	1.1	-1.1	-7	0%	0.033
COc1ccc(N(CC(=O)NC2CCCC2)C(=O)Cn2nnc(-c3ccc(C)cc3)n2)cc1OC	0.022	105	-1.3	-1	1.1	.	8	6%	13*
CC(=O)Nc1cc2c(cc1NC(=O)Cn1nc(-c3ccccc3F)ccc1=O)OCCO2	0.42	85	-2.0	-5	1.1	-0.81	9	7%	2.1
CCN1CCC2(CC1)C(C#N)=C(N)Oc1c2sc2nc(C)cc(C)c12	0.37	76	0.1	3	1.1	-3	10	4%	-0.32
COCCSc1nnc(NS(=O)(=O)Cc2ccccc2)s1	0.45	82	-5.4	-1	1.1	0.95	5	6%	0.12
COCCCn1c(SCC(=O)Nc2nnc(C)s2)nnc1-c1ccoc1C	-0.2	98	1.0	-1	1.1	-0.4	2	9%	0.27
O=C(CN1C(=O)c2ccccc2C1=O)N1CCCCC1	-0.065	112	-1.6	1	1	.	8	6%	-0.27
COc1ccc(Cn2nnc(C(=O)Nc3ccc(F)cc3)c2N)cc1	0.78	68	0.8	-1	1.1	0.62	8	4%	0.043
CCN1CCN(C(=O)c2cc3c(=O)n(C)c4ccccc4c3n2C)CC1	0.29	98	1.0	-4	1.1	0.92	2	2%	0.26

The final two records of the part above lead into the next:
SMILES	M1 antagonist	HER2 expr 66K	5HT1a ag	Hsp90 inh	Autofluor 339	D1 allo mod	E coli RNAP	NADH enzymes	M1 agonist
COc1ccc(Cn2nnc(C(=O)Nc3ccc(F)cc3)c2N)cc1	0.78	68	0.8	-1	1.1	0.62	8	4%	0.043
CCN1CCN(C(=O)c2cc3c(=O)n(C)c4ccccc4c3n2C)CC1	0.29	98	1.0	-4	1.1	0.92	2	2%	0.26
COc1cc2c(=O)n(CCCN3CCOCC3)c(=S)[nH]c2c(OC)c1OC	-0.077	103	-1.0	-1	1.1	0.055	-1	4%	-0.61
O=C(NC12CC3CC(CC(C3)C1)C2)c1cc2nc(-c3ccco3)cc(C(F)(F)F)n2n1	-0.79	84	18	-4	2.9*	0.74	8	13%	-0.29
C=CCOC(=O)C1=C(C)NC2(O)c3ccccc3C(=O)C12O (centres undefined)	0.89	104	-2.3	13	1.1	0.81	7	1%	-1.4
O=C(NC1CCS(=O)(=O)C1)C12CC3CC(CC(C3)C1)C2 (centres undefined)	-1.1	99	-0.9	1	0.99	.	10	10%	0.4
O=C(c1ccccc1)N1CCCC(c2nc3c(nnn3Cc3ccccc3)c(=O)[nH]2)C1 (centres undefined)	0.18	89	0.8	4	1	0.74	-3	3%	-0.1
COc1ccc(CCN2C(=O)CC(N3CCOCC3)C2=O)cc1 (centres undefined)	0.8	141	-1.9	-3	1	0.083	7	2%	-0.25
CCS(=O)(=O)N1CCN(c2nc(-c3ccccc3)cs2)CC1	-0.61	83	-1.2	-1	1.1	-0.014	.	1%	-1.4
CN(C)S(=O)(=O)c1ccc(C(=O)Oc2ccccc2)cc1	-0.19	118	0.7	-1	1.1	0.76	2	3%	0.024
O=C(NC1CCCCC1)N(Cc1ccccc1)Cc1ccco1	-0.11	107	0.7	0	1.1	.	-14	1%	0.94
Cc1ccc(-n2c(Cc3cccn3C)nnc2SCC(=O)NCc2ccc3c(c2)OCO3)cc1	1.2	60	-4.0	-4	1	1.7	6	2%	-1.1
COc1ccc(-c2nnc(SCC(=O)Nc3ccc(Cl)cc3)n2C)cc1	0.13	106	-3.4	-2	1	-1.2	-8	3%	-0.0023
Cc1cc(C)cc(NS(=O)(=O)c2ccc3[nH]cc(C(=O)NCc4ccco4)c(=O)c3c2)c1	0.36	63	-3.5	-2	1.1	-0.44	2	2%	-1.4
O=c1nc2n(c3c1oc1ccccc13)Cc1ccccc1-2	-0.47	76	1.1	4	2	0.38	6	10%	-0.74
CCCCOc1ccc(CSc2nncn2N)cc1	0.14	115	1.3	-2	1.1	-0.26	-1	4%	1.2
CCCc1nc2ccccc2c(=O)n1/N=C/c1c(C)[nH]n(-c2ccc(C)cc2)c1=O	-0.2	110	-2.4	-4	0.99	-1.2	-2	10%	0.0018
O=C1CC(c2ccccc2)C(C(=O)O)N1 (centres undefined)	-0.15	103	-2.8	-1	1.1	15*	1	0%	0.66
O=C1CCC(C(=O)Nc2cccc(C(F)(F)F)c2)N1 (centres undefined)	0.019	110	-2.3	-2	1.1	-0.51	6	2%	0.43
CCn1c(CNc2ccc(Cl)cc2)nnc1SCC(=O)NCc1ccccc1	.	78	-2.8	6	1.1	-0.7	-8	7%	.
N#Cc1c(N)c(C(=O)c2ccc(Cl)cc2)n2c1CCC2	0.51	106	-3.6	2	1.1	-0.7	4	4%	-0.33
Cc1ccc(N2CC(C)Cn3c2nc2c3c(=O)n(CC(=O)OCc3ccccc3)c(=O)n2C)cc1C (centres undefined)	0.53	49	3.0	0	1.1	-2	3	2%	-0.0065
CCOC(=O)NCC(C)(C)CNC(=O)OCC	0.77	101	0.9	-2	1.1	0.53	2	6%	-0.64
COc1ccc(C(c2nnnn2Cc2cccs2)N2CCN(c3ccccc3F)CC2)cc1OC (centres undefined)	-0.17	68	-0.5	2	1.1	3.1*	8	6%	-0.031
CCN(CC)S(=O)(=O)c1ccc(-c2nnc(SCC(=O)Nc3ccc4c(c3)OCO4)o2)cc1	0.5	29	3.9	0	1.1	0.012	3	0%	-0.31
COC(=O)C(NC(C)=O)(Nc1ccc(Br)cn1)C(F)(F)F (centres undefined)	0.0014	85	-1.5	1	1.1	.	3	4%	1.4
Cc1ccc(NCCNc2ccc(C)cc2)cc1	-0.24	104	-0.8	0	1.1	.	-5	6%	0.32
Cc1cc(C)nc(NS(=O)(=O)c2ccc(NC(=O)c3ccco3)cc2)n1	0.0042	87	-1.0	-2	1.1	0.37	-9	8%	0.17
CCc1nnc(NS(=O)(=O)c2ccc(N3C(=O)C4CC=C(Cl)CC4C3=O)cc2)s1 (centres undefined)	0.31	.	-2.6	-10	1.1	-0.36	11	4%	-0.67
CCOc1cc2[nH]c(=O)n(CCC(=O)NCCc3ccc(OC)c(OC)c3)c(=O)c2cc1OCC	-0.0095	103	-1.7	-1	1.2	-0.65	3	3%	-0.88
O=C(Nc1ccc2c(c1)OCO2)C(c1ccccc1)N1CCC2(CC1)OCCO2 (centres undefined)	0.32	53	0.5	-5	1	0.59	-11	2%	0.18
Cc1ccc2nc(-c3ccc(S(=O)(=O)N4CCOCC4)cc3)cn2c1	-0.5	88	-1.6	2	3*	-0.11	-2	4%[fluoresces]	0.27
Cc1c(C(=O)OC(C)C)[nH]c2c1C(=O)CC(C)(C)C2	0.23	84	-2.2	-3	1.1	0.066	12	3%	-0.099
O=C(c1ccco1)N1CCN=C1SCc1cccc(F)c1	0.8	124	-0.7	3	1.1	3.4	7	3%	-0.016
Cc1ccc(S(=O)(=O)Nc2cc(C(=O)N3CCOCC3)ccc2N2CCCCC2)cc1	0.91	81	-3.0	1	1.1	0.77	4	9%	1.2
Cc1ccc(Cl)cc1-n1c(=O)cc(N2CCN(C(=O)c3ccco3)CC2)[nH]c1=O	-0.71	97	0.8	-4	1.1	-0.9	.	6%	-0.26
COC(=O)c1ccc(NC(=O)CN2CCN(c3ccc(Cl)cc3)CC2)cc1	0.55	81	-2.7	-1	1.1	-1.4	-6	1%	-0.077
COc1ccccc1N1C(=O)C2CC(C)=C(C)CC2C1=O (centres undefined)	0.082	148	-1.4	-5	1.1	-0.18	7	10%	0.88
COc1cc(C)c(Cl)cc1S(=O)(=O)NCC1CCCO1 (centres undefined)	0.37	74	3.1	-5	1.1	-0.36	6	4%	-0.27
COc1ccc(OC)c(C(=O)c2ccc(C(=O)O)cc2)c1	-0.36	.	.	-5	1.1	-0.91	5	3%	0.0026
Cc1nc(SCC(C)C)[nH]c(=O)c1Cc1ccccc1	-0.81	78	0.2	-4	1	1.3	5	2%	0.068
Cc1cc(Nc2ccccc2F)n2ncnc2n1	1.1	74	0.3	-1	1.1	0.62	5	1%	2.3
COc1ccc(C2CCCN2C(=O)Nc2cccc(C(C)=O)c2)cc1OC (centres undefined)	-2.5*	58	-2.5	1	1.1	2.9	6	5%	-0.11
CN(C(=O)c1cccnc1)c1nc(-c2ccccc2)cs1	0.12	87	2.3	-1	1.1	.	9	16%	-0.033
COc1ccc(N2CCN(C(=O)CSc3nnc(-c4cc5ccccc5cc4O)n3C)CC2)cc1	0.24	93	-0.7	-1	1.1	-0.29	13	6%	0.012
CCN(CC)c1nc(-c2cccc(OC)c2O)nc2ccccc12	-0.6	86	0.7	-4	1.1	.	-1	0%	-0.76
O=C(Nc1ccc(Oc2ccc(NC(=O)c3ccco3)c(NC(=O)c3ccco3)c2)cc1)c1ccco1	0.48	95	-1.6	-7	1.1	2	7	7%	2.1
COc1ccc2ccccc2c1CN1CCCC(CO)C1 (centres undefined)	0.1	116	-3.0	-2	1	-0.3	5	2%	0.13
O=C(Nc1ccc(F)cc1)N1CCC(c2nc3c(nnn3Cc3cccc(Cl)c3)c(=O)[nH]2)CC1	0.7	66	-1.5	-2	0.97	-0.3	9	22%	-0.98
Cn1nccc1C(=O)Nc1ccc(OC(=O)c2ccnn2C)cc1	-0.35	102	-1.7	-5	1.1	-1.5	4	2%	-1.3
Cn1c(SCc2nc3ccccc3c(=O)[nH]2)nnc1-c1ccco1	0.19	.	-0.4	-3	1	0.087	4	4%	0.025
O=C(CCNc1ccccc1)c1ccc2c(c1)OCO2	0.2	111	-1.6	4	1.1	-0.78	3	6%	-0.064
Cc1c(NC(=O)C2CCCCN2S(=O)(=O)c2ccc(Cl)cc2)c(=O)n(-c2ccccc2)n1C (centres undefined)	0.29	100	-3.5	-1	1	0.19	-16	1%	-0.066
CCC(C)[C@H](NC(=O)NCc1cccc(OC)c1)C(=O)O (some centres undefined)	1.5	113	-0.5	0	1	.	6	7%	-0.059
CC1CCc2nn(CC(=O)NCCCN3CCCC3=O)cc2C1 (centres undefined)	0.27	80	1.8	-2	1.1	.	1	7%	-0.9
CN(C)c1ccc(C2CC(=O)NC3=C2C(=O)CC(C)(C)C3)cc1 (centres undefined)	-0.042	113	-0.6	-1	1.1	.	11	2%	0.25
COc1ccc(CCNC(=O)CCN2C(=O)COc3ccccc32)cc1OC	-0.036	109	-2.6	-4	0.88	0.15	-5	4%	-0.42
C=CCn1c(-c2ccccc2)n[nH]c1=S	-0.21	147	5.2	-5	1	.	3	3%	-0.015
